Assay outcomes deposited in PubChem by National Center for Advancing Translational Sciences (NCATS).
FEN1 inhibitor: human FEN1 inhibition; P39748; Recombinant FEN1 flap cleavage, fluorescence, 15 min; Potency, µM (highest dose often 114 µM), for inactives: top-dose activity change, negative = inhibition, usual class: inhibitors; 390,000 tested, 0.35% active; AID 588795; note: nearly all actives have a fitted effect of over 65% in size
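Nuclease activity of 10 nM FEN1 was measured after 15 min of room-temperature exposure to titrated compounds, by adding 50 nM flap substrate and reading plates at 0 and 15 min.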
KAT2A inh: GCN5L2 (KAT2A) acetyltransferase inhibition. Q92830. GCN5L2 HAT assay, ThioGlo1 CoA-SH fluorescence. Potency, µM (top dose mostly 58.9 µM), inactives show top-dose activity change, negative = inhibition, actives largely listed as inhibitors. 390,000 tested, 0.21% active. AID 504327
Target sequence (Q92830 whole entry, looked up): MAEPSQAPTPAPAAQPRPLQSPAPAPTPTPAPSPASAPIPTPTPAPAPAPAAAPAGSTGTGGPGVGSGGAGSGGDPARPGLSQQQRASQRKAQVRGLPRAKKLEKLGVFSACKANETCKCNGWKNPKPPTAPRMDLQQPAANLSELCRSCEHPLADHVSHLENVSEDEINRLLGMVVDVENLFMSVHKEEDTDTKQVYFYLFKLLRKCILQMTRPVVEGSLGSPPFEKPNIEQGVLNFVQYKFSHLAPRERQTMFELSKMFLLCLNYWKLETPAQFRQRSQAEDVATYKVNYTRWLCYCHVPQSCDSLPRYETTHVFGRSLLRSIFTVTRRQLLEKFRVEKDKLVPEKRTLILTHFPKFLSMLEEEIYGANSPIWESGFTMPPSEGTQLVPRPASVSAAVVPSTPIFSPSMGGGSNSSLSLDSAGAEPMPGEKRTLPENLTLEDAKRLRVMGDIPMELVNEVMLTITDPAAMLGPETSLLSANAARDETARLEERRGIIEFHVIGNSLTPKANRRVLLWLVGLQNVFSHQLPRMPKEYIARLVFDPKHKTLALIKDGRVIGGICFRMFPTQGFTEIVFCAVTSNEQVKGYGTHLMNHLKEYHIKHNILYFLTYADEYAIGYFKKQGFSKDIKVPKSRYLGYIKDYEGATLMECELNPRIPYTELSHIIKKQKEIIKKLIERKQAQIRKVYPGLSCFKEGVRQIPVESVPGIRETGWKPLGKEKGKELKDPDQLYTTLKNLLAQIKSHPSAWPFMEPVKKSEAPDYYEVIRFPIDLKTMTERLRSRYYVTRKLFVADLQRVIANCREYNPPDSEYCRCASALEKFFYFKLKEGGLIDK
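GCN5L2 (20 nM) in 50mM HEPES pH 7.5, 0.1mM EDTA, 0.01% Tween-20 preincubated 15 min with compounds at room temperature. Reaction started with H3(1-25) 75uM, acetyl-CoA 70uM, ThioGlo1 50uM; CoA-thiol fluorescence (Ex340/Em540) read at 0 and 20 min.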
DT40 TDP1 CPT: DT40-hTDP1 cell growth loss with CPT; chicken DT40 Tdp1-/-;hTDP1 cells + 20 nM CPT, ATP luminescence, 48 h; Potency, µM (titrated, usually from 46.2 µM), inactives show top-dose activity change, negative = growth inhibition, actives largely listed as inhibitors; 420,000 tested, 12% active; AID 686979; note: nearly all actives have a fitted effect of over 55% in size
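Chicken DT40 Tdp1-/- cells complemented with human TDP1, 400 cells/well, exposed to compounds plus 20 nM camptothecin for at least 48 h at 37 C; viability read as ATP content by CellTiter-Glo luminescence.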
The depositor's hits bear a star; ! = repeats disagree; [ ] = another dose, or the depositor's remark. Calls come from the whole dose curve; as a rule, active = well fitted curve in the direction sought with a large enough effect; inconclusive = small, poorly fitted or top-dose-only effect, or another doubt; inactive = no such curve, though single readings can be large; an effect the other way counts as inactive or inconclusive. % is set by controls: 0 for no effect and ±100 for the full control effect; potency is the fitted concentration of half-maximal effect. Not all compounds are listed; rates above refer to the full screens.

The first 4 compounds, ahead of the listing:
For CCCCCCCCCCCCn1ccc(=N)cc1 the results were FEN1 inhibitor -10%, KAT2A inh -3% and DT40 TDP1 CPT 0.46µM*.
`O=C(NCc1ccccc1)c1cccn(Cc2ccccc2)c1=O` gave FEN1 inhibitor -11%, KAT2A inh 17% and DT40 TDP1 CPT inconclusive.
`Cc1nc2ccc(Cl)cn2c1P(=S)(N1CCOCC1)N1CCOCC1` gave FEN1 inhibitor 9%, KAT2A inh -4% and DT40 TDP1 CPT 15µM*.
Screening N#Cc1c(/N=C/c2ccc(O)cc2O)sc2c1C1CCN2CC1 returned FEN1 inhibitor -5%, KAT2A inh -1% and DT40 TDP1 CPT -13%.

The whole of this part, repeating the preview:
For CCCCCCCCCCCCn1ccc(=N)cc1 the results were FEN1 inhibitor -10%, KAT2A inh -3% and DT40 TDP1 CPT 0.46µM*.
`O=C(NCc1ccccc1)c1cccn(Cc2ccccc2)c1=O` gave FEN1 inhibitor -11%, KAT2A inh 17% and DT40 TDP1 CPT inconclusive.
`Cc1nc2ccc(Cl)cn2c1P(=S)(N1CCOCC1)N1CCOCC1` gave FEN1 inhibitor 9%, KAT2A inh -4% and DT40 TDP1 CPT 15µM*.
Screening N#Cc1c(/N=C/c2ccc(O)cc2O)sc2c1C1CCN2CC1 returned FEN1 inhibitor -5%, KAT2A inh -1% and DT40 TDP1 CPT -13%.
`Cc1cccc(NC(=O)N2CCCC2)c1` gave FEN1 inhibitor -2%, KAT2A inh 1% and DT40 TDP1 CPT -10%.
For COc1cc(N2CCOCC2)ccc1/C=C1\C(=O)NC(=O)N(Cc2cccs2)C1=O the results were FEN1 inhibitor -13%, KAT2A inh -13% and DT40 TDP1 CPT 0%.
For CC1COC2N=C(N[N+](=O)[O-])NC2O1 (centres undefined) the results were FEN1 inhibitor 1%, KAT2A inh -2% and DT40 TDP1 CPT -6%.
Screening Cc1nc2cc(-c3ccccc3)nn2c(C)c1CCC(=O)N1CCC2(CC1)OCCO2 returned FEN1 inhibitor 2%, KAT2A inh -1% and DT40 TDP1 CPT -20%.
Screening COC(=O)C1=C(c2cccc3c2S(=O)(=O)c2ccccc2-3)C[C@@H]2CC[C@H]1N2C(=O)N1CCc2cc(OC)c(OC)cc2C1 returned FEN1 inhibitor -14%, KAT2A inh -13% and DT40 TDP1 CPT 21µM*.
`CCOC(=O)C(O)(c1ccc(NC(=O)NC2CCCCC2)cc1)C(F)(F)F` (centres undefined) gave FEN1 inhibitor -18%, KAT2A inh 0% and DT40 TDP1 CPT -24%.
`C[C@]12CC[C@H]3[C@@H](CC[C@]4(O)C[C@@H](O)CC[C@]34C=O)[C@@]1(O)CC[C@@H]2C1=CC(=O)OC1` gave FEN1 inhibitor -1%, KAT2A inh -10% and DT40 TDP1 CPT 7.3µM*.
COc1cccc(C2(O)CCSCC2CN(C)C)c1 (centres undefined) was read as FEN1 inhibitor -2%, KAT2A inh -3% and DT40 TDP1 CPT 0%.
For NC(=O)OCCCc1ccccc1 the results were FEN1 inhibitor -1%, KAT2A inh 25% and DT40 TDP1 CPT 5.3µM*!.
O=c1[nH]c(=O)n(-c2ccc(Br)cc2)c(O)c1C=NCCN1CCCCC1 was read as FEN1 inhibitor -5%, KAT2A inh 2% and DT40 TDP1 CPT 24%.
`CC[N+](CC)(CC#CCO)CC#Cc1ccccc1` gave FEN1 inhibitor 5%, KAT2A inh -24% and DT40 TDP1 CPT 0%.
`CN(Cc1ccccc1)C1CCCN(C(=O)COc2ccccc2Cl)C1` (centres undefined) gave FEN1 inhibitor 5%, KAT2A inh -8% and DT40 TDP1 CPT inconclusive.
COc1ccc(-c2cc(=O)c3cc(OCC(=O)OC(C)C)ccc3o2)cc1 was read as FEN1 inhibitor 24%, KAT2A inh 11% and DT40 TDP1 CPT 9%.
`COc1ccc(CNC(=O)C2CCN(C(=O)c3cnn(-c4ccccc4)c3-n3cccc3)CC2)cc1` gave FEN1 inhibitor 12%, KAT2A inh -3% and DT40 TDP1 CPT 16µM*.
Cc1ccccc1CN1C(=O)C(C)N=C(c2ccccc2)c2ccccc21 (centres undefined) was read as FEN1 inhibitor -14%, KAT2A inh -7% and DT40 TDP1 CPT inconclusive.
For COc1cccc(CN2CCN(C(=O)COc3ccc4ccccc4c3)CC2)c1 the results were FEN1 inhibitor 0%, KAT2A inh -2% and DT40 TDP1 CPT inconclusive.

A stretch taken from the entries so far:
`COc1ccc(CNC(=O)C2CCN(C(=O)c3cnn(-c4ccccc4)c3-n3cccc3)CC2)cc1` gave FEN1 inhibitor 12%, KAT2A inh -3% and DT40 TDP1 CPT 16µM*.
Cc1ccccc1CN1C(=O)C(C)N=C(c2ccccc2)c2ccccc21 (centres undefined) was read as FEN1 inhibitor -14%, KAT2A inh -7% and DT40 TDP1 CPT inconclusive.

Carrying on.
Screening N#CC[N+]1(CCCNP2(=O)C=C(c3ccccc3)OC(c3ccccc3)=C2)CCOCC1 returned FEN1 inhibitor 5%, KAT2A inh -3% and DT40 TDP1 CPT 2%.
`CC(C)COP(=O)(c1ccc(N(C)C)cc1)C(Nc1ccccc1)c1ccccc1` (centres undefined) gave FEN1 inhibitor 0%, KAT2A inh -7% and DT40 TDP1 CPT inconclusive.
CC(C)OP(=O)(OC(C)C)C(O)c1cccnc1 (centres undefined) was read as FEN1 inhibitor 2%, KAT2A inh -2% and DT40 TDP1 CPT -1%.
Screening CC1CC2(C)C(CCC3C2CCC2(C)C(OP(=O)(N4CC4)N4CC4)CCC32)CC1=O (centres undefined) returned FEN1 inhibitor -8% and DT40 TDP1 CPT inconclusive.
Screening Cc1cccc(-n2c(O)c(/C=C3/C(c4ccccc4)=Nc4ccccc43)c(=O)[nH]c2=O)c1 returned FEN1 inhibitor -9%, KAT2A inh -5% and DT40 TDP1 CPT 2.9µM*.
O=C(CCC1CCCC1)c1c(O)c2ccccc2oc1=O was read as FEN1 inhibitor -5%, KAT2A inh -2% and DT40 TDP1 CPT 5.2µM*.
Screening O=C(COc1ccc(Cl)cc1)Nc1ccc(Cl)cc1C(=O)c1ccccc1 returned FEN1 inhibitor -2%, KAT2A inh -1% and DT40 TDP1 CPT -6%.
Screening Cc1noc(C)c1C(=O)N1CCC[C@@]2(CCN(CC(C)C)C2)C1 returned KAT2A inh -2% and DT40 TDP1 CPT -9%.
Cc1cc(C)cc(N2C(=O)NC(=O)/C(=C\c3cccn3-c3ccccc3)C2=O)c1 was read as FEN1 inhibitor 4%, KAT2A inh -3% and DT40 TDP1 CPT inconclusive.
For Cc1cccc(OP(N)(=O)Oc2cccc(C)c2C)c1C the results were FEN1 inhibitor 13%, KAT2A inh 1% and DT40 TDP1 CPT inconclusive.
`COC(=O)C1=C(c2ccccc2)C[C@@H]2CC[C@H]1N2C(=O)N1CCCC1` gave FEN1 inhibitor -3% and DT40 TDP1 CPT inconclusive.
`Cc1ccccc1-n1c(/C=C/c2ccccc2F)nc2ccccc2c1=O` gave FEN1 inhibitor -6%, KAT2A inh -18% and DT40 TDP1 CPT 21µM*.
`COc1cccc2cc(-c3cc(=O)oc4ccc(OC(=O)N(C)C)cc34)oc12` gave FEN1 inhibitor -18%, KAT2A inh -1% and DT40 TDP1 CPT inconclusive.
`COC(C(=O)C(O)C(C)O)C1Cc2cc3cc(OC4CC(OC5CC(O)C(O)C(C)O5)C(O)C(C)O4)c(C)c(O)c3c(O)c2C(=O)C1OC1CC(OC2CC(OC3CC(C)(O)C(O)C(C)O3)C(O)C(C)O2)C(O)C(C)O1` (centres undefined) gave FEN1 inhibitor inconclusive, KAT2A inh 0% and DT40 TDP1 CPT 0.16µM*.
Screening Cc1nc2ccsc2c(=O)n1-c1ccccc1Cl returned FEN1 inhibitor 0% and DT40 TDP1 CPT 4%.
COc1ccc(CCNCc2ccc3c(c2)n(C)c(=O)n3C)cc1 was read as FEN1 inhibitor -3%, KAT2A inh 0% and DT40 TDP1 CPT inconclusive.
`O=C1NC2C(=CC(O)C(O)C2O)c2cc3c(c(O)c21)OCO3` (centres undefined) gave FEN1 inhibitor 15% and DT40 TDP1 CPT 0.058µM*.
Screening O=C(Nc1ccc(Cl)c(Cl)c1)O/N=C/c1ccncc1 returned FEN1 inhibitor 0%, KAT2A inh -2% and DT40 TDP1 CPT inconclusive.
COc1ccc2[nH]c(C)c(CCNCc3cccnc3)c2c1 was read as FEN1 inhibitor -26%, KAT2A inh -19% and DT40 TDP1 CPT 1%.
`COCCNC(=O)Cn1cc(C(=O)c2ccccc2F)c2ccccc21` gave FEN1 inhibitor 12%, KAT2A inh -16% and DT40 TDP1 CPT -21%.
For COc1cc2c(C(=O)O)c(C)n(C)c2cc1Br the results were FEN1 inhibitor -5%, KAT2A inh -7% and DT40 TDP1 CPT 13%.
Screening Cc1ccc(-n2c(C)nc3ccccc3c2=O)cc1C returned FEN1 inhibitor -11%, KAT2A inh -2% and DT40 TDP1 CPT inconclusive.
O=C1NCN(c2ccccc2)C12CCNCC2 was read as FEN1 inhibitor 14%, KAT2A inh 1% and DT40 TDP1 CPT -14%.
`CC[C@H](C)[C@H](NC(=O)[C@@H]1CCCN1C(=O)[C@H](CCC(=O)O)NC(=O)[C@@H](NC(=O)[C@H](Cc1ccccc1)NC(=O)[C@@H]1CCCN1C(=O)[C@@H](N)Cc1ccc(O)cc1)C(C)C)C(=O)O` gave KAT2A inh -2% and DT40 TDP1 CPT -1%[4.12 µM].
Screening Cc1ccc2c(c1)C1CN(C)CCC1N2C(=O)/C=C/c1ccc2c(c1)OCO2 (centres undefined) returned FEN1 inhibitor -10%, KAT2A inh -9% and DT40 TDP1 CPT 5%.
Screening Cc1cc(C=C2C(=O)NC(=O)NC2=O)c(C)n1-c1ccncc1 returned FEN1 inhibitor 3%, KAT2A inh -2% and DT40 TDP1 CPT -2%.
`O=C(Cc1ccccc1)c1ccccn1` gave FEN1 inhibitor -17% and DT40 TDP1 CPT inconclusive.
For CC1([N+](=O)[O-])COP(=O)(NC2CC2)OC1 (centres undefined) the results were FEN1 inhibitor -7% and DT40 TDP1 CPT 4%.
CC1(C)CN=C(Nc2ccc(F)c(Cl)c2)S1 was read as FEN1 inhibitor -16%, KAT2A inh 4% and DT40 TDP1 CPT -18%.
`COc1ccc(N2C(=O)/C(=C/c3ccc(C)o3)C(=O)NC2=S)cc1` gave FEN1 inhibitor inconclusive, KAT2A inh -8% and DT40 TDP1 CPT 15µM*.
Screening CC(=NCc1cccnc1)c1c(O)n(-c2ccc(Cl)cc2)c(=O)[nH]c1=O returned FEN1 inhibitor 0%, KAT2A inh -9% and DT40 TDP1 CPT 10%.
Screening Fc1ccccc1CNCCc1c[nH]c2ccccc12 returned FEN1 inhibitor 1%, KAT2A inh -3% and DT40 TDP1 CPT 16µM*.
Screening O=C(Nc1cccc(Cl)c1)c1cnc2sc(N3CCCC3)nn2c1=O returned FEN1 inhibitor -3%, KAT2A inh -5% and DT40 TDP1 CPT inconclusive.
Screening C[C@]12CCC3C(CC[C@H]4C[C@@H](O)CC[C@]34C)C1C[C@@H](Br)[C@@H]2O (some centres undefined) returned FEN1 inhibitor 2%, KAT2A inh -6% and DT40 TDP1 CPT 4%.
CCCN1CC(C)C(OC(C)=O)(c2ccccc2)CC1C (centres undefined) was read as FEN1 inhibitor 8%, KAT2A inh 2% and DT40 TDP1 CPT 7%.
C[C@@]1([C@@H](NP(=O)(c2ccccc2)c2ccccc2)c2ccccc2)C[C@H]1CCO was read as FEN1 inhibitor 18%, KAT2A inh -4% and DT40 TDP1 CPT 9.2µM*.
For COc1ccc(CCn2c(O)c(C=Nc3ccc(F)cc3)c(=O)[nH]c2=O)cc1OC the results were FEN1 inhibitor -13%, KAT2A inh -4% and DT40 TDP1 CPT inconclusive.
For Cc1ccc(N2C(=O)NC(=O)/C(=C\c3ccoc3)C2=O)cc1 the results were FEN1 inhibitor -29%, KAT2A inh 2% and DT40 TDP1 CPT inconclusive.
Screening CC(=NCCN1CCCCC1)c1c(O)n(Cc2ccccc2)c(=O)[nH]c1=O returned FEN1 inhibitor 13%, KAT2A inh -1% and DT40 TDP1 CPT -26%.
`Cc1ccc(NC(=O)N2CCN(c3cc(-c4noc(C)n4)ccc3C)CC2)c(F)c1` gave FEN1 inhibitor -15%, KAT2A inh -5% and DT40 TDP1 CPT inconclusive.
`N=C1c2ccccc2CN1c1ncccn1` gave FEN1 inhibitor 2%, KAT2A inh 0% and DT40 TDP1 CPT 0%.
For COc1ccc(C(=O)Nc2ccc(-c3nc4ccccc4s3)cc2C)cc1Cl the results were FEN1 inhibitor -4%, KAT2A inh 0% and DT40 TDP1 CPT inconclusive.
COC(=O)C1=C(c2cccc(OC)c2OC)C[C@@H]2CC[C@H]1N2C(=O)N1CCC(C)CC1 was read as FEN1 inhibitor -2% and DT40 TDP1 CPT inconclusive.
